Screening data: PubChem, several laboratories
STK33 kinase inh – inhibitors of purified STK33 kinase, primary screen, biochemical, ADP-Glo luminescence, homogeneous, cell-free; AID 2661, 2010; inhibition, % at 10 µM; hit rate 0.073% among 320,000; MBP phosphorylation;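 active means inhibition at or above 25%, using the most active replicate where run in duplicate; inactive means inhibition below 25%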
Target sequence (Q9BYT3 whole entry, looked up): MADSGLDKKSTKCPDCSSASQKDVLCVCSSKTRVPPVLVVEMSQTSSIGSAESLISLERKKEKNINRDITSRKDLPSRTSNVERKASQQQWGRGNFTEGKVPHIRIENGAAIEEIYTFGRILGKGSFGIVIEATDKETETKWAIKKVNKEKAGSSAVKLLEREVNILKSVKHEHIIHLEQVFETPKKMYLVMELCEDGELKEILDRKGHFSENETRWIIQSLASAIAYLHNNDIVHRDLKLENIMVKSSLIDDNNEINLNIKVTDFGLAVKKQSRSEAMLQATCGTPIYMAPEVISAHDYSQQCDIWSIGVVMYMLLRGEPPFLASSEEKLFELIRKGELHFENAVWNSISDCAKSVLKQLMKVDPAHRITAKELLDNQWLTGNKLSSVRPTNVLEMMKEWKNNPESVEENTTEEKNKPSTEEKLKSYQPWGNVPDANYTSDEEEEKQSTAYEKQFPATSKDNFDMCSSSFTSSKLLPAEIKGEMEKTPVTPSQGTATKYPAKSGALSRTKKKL
KCNQ2 block – KCNQ2 potassium channel inhibitors, primary screen, cell-based, CHO-K1, FluxOR thallium flux, B-score (AID 2156); B-score at 10 µM; Potassium voltage-gated channel subfamily KQT member 2 (Rattus norvegicus), O88943; hit rate 1.1% among 310,000; 20 min; active compounds read low;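 active means fluorescence ratio B-score at most minus 3 library SDs, with starting brightness B-score within 2 library SDs, cut at about -5.5 in these data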
OX1R FRET antag – antagonists of human orexin 1 receptor (OX1R); Orexin/Hypocretin receptor type 1 (Homo sapiens), O43613; OX1R-expressing cells, FRET antagonist read-out; inhibition, % at 6.6 µM; hit rate 1.8% among 330,000; AID 485270, 2010; in the data active means inhibition mostly above about 38%, no sharp cut-off; inactive means mostly below about 40%;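 further: 0% = agonist challenge alone and 100% = reference antagonist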
Target sequence (O43613 whole entry, looked up): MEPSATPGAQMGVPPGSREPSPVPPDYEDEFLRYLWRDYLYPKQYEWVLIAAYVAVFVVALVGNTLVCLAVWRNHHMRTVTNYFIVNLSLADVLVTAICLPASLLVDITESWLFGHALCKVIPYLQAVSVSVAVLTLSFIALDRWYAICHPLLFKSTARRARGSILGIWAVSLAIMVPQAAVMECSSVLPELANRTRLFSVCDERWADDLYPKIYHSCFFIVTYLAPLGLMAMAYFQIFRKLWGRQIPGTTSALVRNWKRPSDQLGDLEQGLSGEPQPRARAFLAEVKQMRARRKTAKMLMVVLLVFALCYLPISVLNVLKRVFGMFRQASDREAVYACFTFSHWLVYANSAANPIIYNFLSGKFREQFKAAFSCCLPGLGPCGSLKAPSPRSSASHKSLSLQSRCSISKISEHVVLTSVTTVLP
* = called active by the depositor. Compounds as they come. About 2.7% of those tested had a hit in this group.

For C/C(N)=C(/C#N)C(=O)COC(=O)CNS(=O)(=O)c1ccc(F)c(F)c1F the results were STK33 kinase inh -0.8, KCNQ2 block inactive and OX1R FRET antag 22.
For COC(=O)c1ccc(C2C3=C(Nc4nnnn42)c2ccccc2OC3)cc1 (stereo not given) the results were STK33 kinase inh 0.2, KCNQ2 block inactive and OX1R FRET antag 24.
Screening O=C(CSc1nnc2ccccn12)NCCc1ccc(Cl)cc1 returned STK33 kinase inh -1.2, KCNQ2 block inactive and OX1R FRET antag 11.
Screening Cc1ccc(C(=O)Nc2c(-c3cccs3)c(=O)c3ccccc3n2C)cc1 returned STK33 kinase inh -0.6, KCNQ2 block inactive and OX1R FRET antag 17.
Screening CCCn1c(SCC(=O)NC2CCCCC2)nnc1-c1ccncc1 returned STK33 kinase inh -0.1, KCNQ2 block inactive and OX1R FRET antag 16.
CCOc1cc(NC(=O)C(C)C)c(OCC)cc1NC(=O)Nc1ccccc1 was read as STK33 kinase inh -0.9, KCNQ2 block inactive and OX1R FRET antag -3.
O=C(Nc1nnc(C2CC2)o1)c1ccc(S(=O)(=O)N2CCCCC2)cc1 was read as STK33 kinase inh -2.8, KCNQ2 block inactive and OX1R FRET antag 1.
Screening COc1ccc(-c2csc(NC(=O)C3CC(=O)N(Cc4ccco4)C3)n2)cc1 (stereo not given) returned STK33 kinase inh 2.9, KCNQ2 block inactive and OX1R FRET antag 8.
Screening CCN(CC)S(=O)(=O)c1cc(NC(=O)NCCCl)ccc1C returned STK33 kinase inh 5.3, KCNQ2 block inactive and OX1R FRET antag 0.
CC1CCCC(NC(=O)c2ccc3c(SCC(=O)O)c4c(nc3c2)CCC4)C1C (stereo not given) was read as STK33 kinase inh -0.6, KCNQ2 block inactive and OX1R FRET antag 3.
CC(Sc1ccccc1)C(=O)N/N=C/c1cccnc1 (stereo not given) was read as STK33 kinase inh 0.3, KCNQ2 block inactive and OX1R FRET antag 6.
O=C1OCCN1C(=O)[C@H]1[C@H](c2ccc(F)cc2)C(c2ccc(F)cc2)=NN1c1ccc(Br)cc1 was read as STK33 kinase inh -1.3, KCNQ2 block inactive and OX1R FRET antag 32.

In the list so far, four contain a halogen.
For C/C(N)=C(/C#N)C(=O)COC(=O)CNS(=O)(=O)c1ccc(F)c(F)c1F the results were STK33 kinase inh -0.8, KCNQ2 block inactive and OX1R FRET antag 22.
Screening O=C(CSc1nnc2ccccn12)NCCc1ccc(Cl)cc1 returned STK33 kinase inh -1.2, KCNQ2 block inactive and OX1R FRET antag 11.
Screening CCN(CC)S(=O)(=O)c1cc(NC(=O)NCCCl)ccc1C returned STK33 kinase inh 5.3, KCNQ2 block inactive and OX1R FRET antag 0.
O=C1OCCN1C(=O)[C@H]1[C@H](c2ccc(F)cc2)C(c2ccc(F)cc2)=NN1c1ccc(Br)cc1 was read as STK33 kinase inh -1.3, KCNQ2 block inactive and OX1R FRET antag 32.

Continuation:
For COC(=O)c1c(-c2ccc(S(C)(=O)=O)cc2)sc2ccc(OC)cc12 the results were STK33 kinase inh 0.0 and OX1R FRET antag 3.
For O=C(C1=NN(c2ccccc2)C(=O)CC1)N1CCc2ccccc2C1 the results were STK33 kinase inh 0.6, KCNQ2 block inactive and OX1R FRET antag 9.
`Nc1nnc(SCC(=O)OCC(=O)Nc2ccc(Br)cc2F)s1` gave STK33 kinase inh -0.7, KCNQ2 block inactive and OX1R FRET antag 2.
For O=C(O)CNC(=O)c1ccc(Sc2ccccc2)c([N+](=O)[O-])c1 the results were STK33 kinase inh -1.3, KCNQ2 block inactive and OX1R FRET antag 64*.
COC(=O)Nc1ccc(S(=O)(=O)N2CCC(C(=O)N(C)C3CCCCC3)CC2)cc1 was read as STK33 kinase inh -1.2, KCNQ2 block inactive and OX1R FRET antag 3.
For COc1ccc(/C(C)=N/Nc2ccc(F)cc2F)c(O)c1 the results were STK33 kinase inh -1.7, KCNQ2 block inactive and OX1R FRET antag 14.
`COc1cc(C(=O)NCCCN2CCCC2=O)cc(Br)c1OCc1ccccc1` gave STK33 kinase inh -4.2 and OX1R FRET antag 3.
`COc1ccc(NC(=O)CN(C)C(=O)c2c(-c3ccccc3Cl)noc2C)cc1` gave STK33 kinase inh 0.1, KCNQ2 block inactive and OX1R FRET antag 16.
Screening O=C(N/N=C\c1cccnc1)c1ccc(Cl)s1 returned STK33 kinase inh 7.2 and KCNQ2 block inactive.
For CCn1c(CN2CCOCC2)nnc1SCC(=O)Nc1ccccc1Cl the results were STK33 kinase inh -1.1, KCNQ2 block inactive and OX1R FRET antag 6.
For CCN1C(=O)CC(C(=O)Nc2ccc(F)cc2)SC1=Nc1ccc2c(c1)OCO2 (stereo not given) the results were STK33 kinase inh -1.4, KCNQ2 block inactive and OX1R FRET antag 23.
For CCOC(=O)C(C(=O)OCC)C(C)C#CCN1CCCCC1 (stereo not given) the results were STK33 kinase inh -2.6, KCNQ2 block inactive and OX1R FRET antag 8.
`CCOC(=O)/C(=C\C=C1/Sc2cc(OCC)c(OCC)cc2N1CC)C(C)=O` gave STK33 kinase inh 2.0, KCNQ2 block inactive and OX1R FRET antag 9.
For CN(C)/C=C1/C=C(c2ccccc2)OC1=O the results were STK33 kinase inh -0.2, KCNQ2 block inactive and OX1R FRET antag 16.
For O=Cc1c(Nc2cccc(C(F)(F)F)c2)nc2ccccn2c1=O the results were STK33 kinase inh 0.2, KCNQ2 block inactive and OX1R FRET antag 10.
COc1ccc(OC)c(C(=O)COC(=O)C(CCSC)NC(=O)COc2ccccc2)c1 (stereo not given) was read as STK33 kinase inh -0.8, KCNQ2 block inactive and OX1R FRET antag 20.
For O=C(COC(=O)/C=C/c1ccc(S(=O)(=O)N2CCOCC2)cc1)NCc1ccccc1 the results were STK33 kinase inh 2.4, KCNQ2 block inactive and OX1R FRET antag 17.
Clc1ccc2c(c1)CCc1cccnc1C2=C1CCNCC1 was read as KCNQ2 block inactive and OX1R FRET antag 13.
For CCOc1cc(/C=N/NC(=O)C(C)Sc2ccccn2)ccc1O (stereo not given) the results were STK33 kinase inh 0.8, KCNQ2 block inactive and OX1R FRET antag 17.
`Cc1cc(OCCOCCN(C)C)ccc1Cl` gave STK33 kinase inh 0.4, KCNQ2 block inactive and OX1R FRET antag 7.
O=[N+]([O-])c1nn(-c2ccc3c(c2)OCCO3)n(O)c1=NCc1ccc(F)cc1 was read as STK33 kinase inh -1.6, KCNQ2 block inactive and OX1R FRET antag 33.
Screening FC(F)(F)c1ccc(/C=N/n2c(COc3ccccc3)n[nH]c2=S)cc1 returned STK33 kinase inh 1.0, KCNQ2 block inactive and OX1R FRET antag -3.
For CS(=O)(=O)Nc1ccccc1C(=O)NCCSc1ccccc1 the results were STK33 kinase inh -0.8, KCNQ2 block inactive and OX1R FRET antag 10.
Screening Cc1ccc(-n2c(Cc3noc4ccccc34)n[nH]c2=S)cc1 returned STK33 kinase inh -1.1, KCNQ2 block inactive and OX1R FRET antag 25.
Screening CCCCC(=O)Nc1ccc(NC(=S)NC(=O)CC(C)C)cc1OC returned STK33 kinase inh -2.5, KCNQ2 block inactive and OX1R FRET antag 20.
For Cc1ccc(N2CC(C(=O)NC3CC3)CC2=O)cc1Cl (stereo not given) the results were STK33 kinase inh -0.7, KCNQ2 block inactive and OX1R FRET antag 17.
`Brc1ccccc1-c1nnc2sc(-c3ccc4c(c3)OCCO4)nn12` gave STK33 kinase inh -3.2, KCNQ2 block inactive and OX1R FRET antag 4.
For CNC(=O)/C(=C\c1cccc(Oc2ccccc2)c1)NC(=O)c1ccccc1 the results were STK33 kinase inh 0.1, KCNQ2 block inactive and OX1R FRET antag 24.
`Cc1ccc(NC(=O)CNC(=O)c2ccco2)cc1Cl` gave STK33 kinase inh -1.0, KCNQ2 block inactive and OX1R FRET antag 8.
`O=C(COC(=O)c1cc(S(=O)(=O)N2CCOCC2)ccc1F)NCc1ccc2c(c1)OCO2` gave STK33 kinase inh -0.1 and OX1R FRET antag 13.
CCC(C(=O)OCC(=O)N(C)c1c(N)n(Cc2ccccc2)c(=O)[nH]c1=O)c1ccccc1 (stereo not given) was read as STK33 kinase inh -1.0, KCNQ2 block inactive and OX1R FRET antag 14.
Screening O=C(COc1ccc(S(=O)(=O)N2CCCCC2)cc1Cl)N1CCOCC1 returned STK33 kinase inh 0.1, KCNQ2 block inactive and OX1R FRET antag 16.
For Cc1ccc(-c2noc(CCCc3ccccc3)n2)cc1 the results were STK33 kinase inh -0.2, KCNQ2 block inactive and OX1R FRET antag 16.
For Cc1cc(NC(=O)c2ccc(Br)c([N+](=O)[O-])c2)no1 the results were STK33 kinase inh -1.4, KCNQ2 block inactive and OX1R FRET antag 56.
`COc1cc(OC)cc(N(C(=O)CNC(=O)c2cccs2)C(C(=O)NCC2CCCO2)c2ccccc2)c1` (stereo not given) gave STK33 kinase inh -0.2, KCNQ2 block inactive and OX1R FRET antag -1.
COc1ccc(NC(=O)Nc2cccc3c2O[C@H](CN(C)S(=O)(=O)c2c(C)noc2C)[C@@H](C)CN([C@H](C)CO)C3=O)cc1 was read as STK33 kinase inh -1.6 and OX1R FRET antag -3.

Grouped by structure: the entries above containing a COOH group.
CC1CCCC(NC(=O)c2ccc3c(SCC(=O)O)c4c(nc3c2)CCC4)C1C (stereo not given) was read as STK33 kinase inh -0.6, KCNQ2 block inactive and OX1R FRET antag 3.
For O=C(O)CNC(=O)c1ccc(Sc2ccccc2)c([N+](=O)[O-])c1 the results were STK33 kinase inh -1.3, KCNQ2 block inactive and OX1R FRET antag 64*.

(cont.)
`COc1ccc(/C(N)=N/OC(=O)c2ccc3c(c2)OCO3)cc1OC` gave STK33 kinase inh -1.7, KCNQ2 block inactive and OX1R FRET antag 7.
Screening Cc1ccc(Nc2nnc(SCc3cc(=O)n4ccsc4n3)s2)c(C)c1 returned STK33 kinase inh -3.9, KCNQ2 block inactive and OX1R FRET antag 15.
Screening N#Cc1ccccc1NC(=O)c1ccc(-c2ccccc2Cl)o1 returned STK33 kinase inh 2.3, KCNQ2 block inactive and OX1R FRET antag 28.
`CCOc1c(Cl)cc(CNCc2ccccn2)cc1OC` gave STK33 kinase inh -1.8, KCNQ2 block inactive and OX1R FRET antag 9.
For COc1c(Cl)cccc1-c1cn2ccccc2n1 the results were STK33 kinase inh -2.1, KCNQ2 block inactive and OX1R FRET antag 37.
`COc1ccc(/C(C)=N\NC(=O)CNC(=O)C(c2ccccc2)c2ccccc2)cc1OC` gave STK33 kinase inh -0.5, KCNQ2 block inactive and OX1R FRET antag 6.
For COc1cc(C(=O)OCCNC(=O)c2ccncc2)cc(OC)c1OC the results were STK33 kinase inh -1.2, KCNQ2 block inactive and OX1R FRET antag 10.
Screening CN1C(=S)SC(N(O)C(=O)Nc2cccc3ccccc23)C1(C)C (stereo not given) returned STK33 kinase inh -0.7 and OX1R FRET antag 65.
CCOC(=O)C1=C(COC(=O)COc2ccc(C(C)=O)cc2)NC(=O)NC1C (stereo not given) was read as STK33 kinase inh -0.6, KCNQ2 block inactive and OX1R FRET antag 15.
Screening O=C(CSc1nc2c(sc3ccccc32)c(=O)n1CCO)NCC1CCCO1 (stereo not given) returned STK33 kinase inh -0.1, KCNQ2 block inactive and OX1R FRET antag 16.
COc1ccc(/C(=N/OC(C)=O)c2nccc3cc(OC)c(OC)cc23)cc1OC was read as STK33 kinase inh 0.4, KCNQ2 block inactive and OX1R FRET antag 22.
Screening O=C1CCCN1CC1CCN(Cc2nc(CC3CC3)no2)CC1 returned STK33 kinase inh 0.4, KCNQ2 block inactive and OX1R FRET antag 6.
For Cc1ccc(CS(=O)(=O)CCC(=O)NCc2cccs2)cc1 the results were STK33 kinase inh 0.0, KCNQ2 block inactive and OX1R FRET antag 6.
Screening O=C(Nc1cccc(Cl)c1N1CCOCC1)c1ccc([N+](=O)[O-])o1 returned STK33 kinase inh -1.1, KCNQ2 block inactive and OX1R FRET antag 13.
`Cc1ccc(C2=NS(=O)(=O)N(C)C(C(=O)NC3CCCCC3)=C2)cc1` gave STK33 kinase inh -1.8, KCNQ2 block inactive and OX1R FRET antag 5.
Screening Cn1c(=O)cc(SCC(=O)Nc2cccnc2)c2ccccc21 returned STK33 kinase inh -0.1, KCNQ2 block inactive and OX1R FRET antag 25.
Screening CSCCC(NS(=O)(=O)c1ccccc1F)C(=O)Nc1cccc(C)n1 (stereo not given) returned STK33 kinase inh 0.2, KCNQ2 block inactive and OX1R FRET antag 10.
Screening COc1ccc(NC(=O)N2CCCCC2c2cccnc2)cc1 (stereo not given) returned STK33 kinase inh -1.3, KCNQ2 block inactive and OX1R FRET antag 21.
For Cc1ccc(Sc2sc(=O)n(C)c2S(=O)(=O)c2ccc(C)cc2)cc1 the results were STK33 kinase inh -0.1, KCNQ2 block inactive and OX1R FRET antag 10.
`CCC1(C)Cc2c(sc3c2c(=O)n(C)c2nnc(SCc4ccccc4)n32)CO1` (stereo not given) gave STK33 kinase inh -2.5, KCNQ2 block inactive and OX1R FRET antag 3.
For COc1ccc(CCNC(=O)c2cccc(S(=O)(=O)NC(C)c3ccccc3)c2)cc1 (stereo not given) the results were STK33 kinase inh -1.3 and OX1R FRET antag 24.
`Cc1ccc(N=C(N(C)C)P(=O)(N(C)C)N(C)C)c(C)c1` gave STK33 kinase inh 0.8, KCNQ2 block inactive and OX1R FRET antag 9.
Screening Cc1nn(-c2ccc(Cl)cc2)c(=O)c2c(C)noc12 returned STK33 kinase inh -0.7, KCNQ2 block inactive and OX1R FRET antag 3.
Screening COc1ccc(OC)c(C(=O)NC2CCSc3ccccc32)c1 (stereo not given) returned STK33 kinase inh -0.1, KCNQ2 block inactive and OX1R FRET antag 47*.

As a working copy, part of the list above.
Screening Cc1nn(-c2ccc(Cl)cc2)c(=O)c2c(C)noc12 returned STK33 kinase inh -0.7, KCNQ2 block inactive and OX1R FRET antag 3.
Screening COc1ccc(OC)c(C(=O)NC2CCSc3ccccc32)c1 (stereo not given) returned STK33 kinase inh -0.1, KCNQ2 block inactive and OX1R FRET antag 47*.
